Bioassay records from PubChem.
TCR activator: activators of T cell receptors | primary human leukocytes, anti-CD3, IL-2 HTRF, 48 h | Potency, µM (top dose mostly 9.22 µM), for inactives: at the highest dose activation of IL-2 secretion, most hits filed as activators | 330,000 tested, under 10 active; further: % of control where 0% means no effect
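Compounds are tested in HTS on primary human leukocytes co-incubated with a-CD3 beads for 48 hr. IL-2 output is measured by time-resolved FRET.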
Chronic BCR inh: blocks chronic active B-cell receptor signaling; ABC-DLBCL IkBa-CBG/CBR reporter, luminescence ratio, 4 h; Potency, µM (titrated, usually from 46.1 µM), for the others: at the highest dose ratio change, negative = lower green/red ratio, most hits filed as inhibitors; 0.05% of 340,000 active; active means well fitted inhibition curve with a large enough effect in the signal ratio, with a control signal flat, not every such curve was filed as active; inconclusive means small, poorly fitted or top-dose-only effect, or effect the other way, or a change in a side signal; the % refers to the signal ratio;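 further: potency means the concentration at half of the fitted maximal effect; plate controls were basal doxycycline-induced cells for no effect and cells given 10 µM MG132 for full effect; MG132 reads +100%, hits lower the ratio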
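TMD8 human ABC-DLBCL cells with doxycycline-inducible IκBα–green luciferase fusion and unfused red luciferase, in 0.5% FBS medium; compounds up to 46 uM, 4 h at 37C. Green/red luminescence ratio, filter-overlap corrected, fitted to concentration-response curves.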
B2AR arrestin: beta2AR (human) beta-arrestin recruitment activity. P07550. beta-arrestin recruitment to beta2AR, cell-based reporter. Potency, µM (titrated, usually from 46.1 µM), without a hit: at the highest dose activation, usual class: activators. 0.02% of 330,000 active;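 further: potency means the concentration at half of the fitted maximal effect; 0% = DMSO controls and full agonism = EC100 isoproterenol or metaproterenol; nearly all actives have a fitted effect of over 65% in size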
Tb PFK block: blocks T. brucei phosphofructokinase. Potency, µM (highest dose often 57.5 µM), for inactives: top-dose activity, negative = inhibition, actives largely listed as inhibitors. AID 485367. T. brucei PFK, ADP-Glo luminescence. 0.17% of 330,000 active;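 further: potency means the concentration at half of the fitted maximal effect; 0% = uninhibited 1x PFK enzyme wells and -100% = no-enzyme wells; nearly all actives have a fitted effect of over 60% in size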
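In TEA buffer at pH 8.0 with 5 mM MgCl2, enzyme (1.25 nM) converted F6P (0.5 mM) and ATP (0.1 mM) for 45 min at room temperature. ADP product was read by luciferase luminescence.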
uPA generation: inhibitors of cell surface uPA generation | cell surface uPA generation assay, qHTS | Potency, µM (doses to about 38.3 µM), for inactives: at the top dose activity change, negative = inhibition, most hits filed as inhibitors | 0.31% of 330,000 active | AID 540303; active means well fitted inhibition curve with a large enough effect; inconclusive means small, poorly fitted or top-dose-only effect; inactive means no such curve, though single readings can be large or run the other way; tested in mouse RAW 264.7 cells; further: potency means the concentration at half of the fitted maximal effect; on the % scale 0 is the no-effect control and ±100 the full control effect; nearly all actives have a fitted effect of over 55% in size
USP2a block: USP2a (human) protease inhibition | 0.01% of 330,000 active | USP2 core, Ub-CHOP2 coupled fluorogenic reporter, 485/531 | AID 463254 | O75604 | Potency, µM (series often up to 38.3 µM), inactives show at the highest dose activity change, negative = inhibition, usual class: inhibitors;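 further: potency means the concentration at half of the fitted maximal effect; plate controls were DMSO wells for no effect and full inhibition by NEM control for full effect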
Target sequence (O75604 whole entry, looked up): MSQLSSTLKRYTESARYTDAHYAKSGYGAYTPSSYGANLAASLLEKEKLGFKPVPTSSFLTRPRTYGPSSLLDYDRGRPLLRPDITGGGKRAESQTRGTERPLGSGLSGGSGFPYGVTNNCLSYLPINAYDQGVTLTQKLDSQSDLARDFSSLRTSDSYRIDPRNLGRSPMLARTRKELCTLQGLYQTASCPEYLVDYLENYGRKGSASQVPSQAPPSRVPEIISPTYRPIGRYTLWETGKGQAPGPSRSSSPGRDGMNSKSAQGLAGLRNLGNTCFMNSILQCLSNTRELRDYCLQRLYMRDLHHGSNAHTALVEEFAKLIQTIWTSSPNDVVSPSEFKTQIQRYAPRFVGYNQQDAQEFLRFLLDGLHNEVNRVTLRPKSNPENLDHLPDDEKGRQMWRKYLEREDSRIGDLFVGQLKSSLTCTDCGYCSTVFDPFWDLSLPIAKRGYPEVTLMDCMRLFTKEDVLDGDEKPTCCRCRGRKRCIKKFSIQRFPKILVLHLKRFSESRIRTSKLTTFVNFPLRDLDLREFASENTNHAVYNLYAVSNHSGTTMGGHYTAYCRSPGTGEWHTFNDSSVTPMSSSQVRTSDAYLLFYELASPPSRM
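Deubiquitinase activity read as fluorescence (485/531 nm) after Ub-CHOP2 cleavage activates the enterokinase reporter on its substrate; USP2 core 10nM, Ub-CHOP2 and substrate 25nM each, 30min compound preincubation then 60min RT; data normalized to NEM, curves fitted.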
ELG1 repair inh: blocks ELG1-dependent DNA repair in HEK293T cells; HEK293T ELG1-luciferase reporter, luminescence, 16 h; DNA damage induced by 5-fluorouridine; Potency, µM (highest dose often 46.1 µM), for the others: at the top dose activity change, negative = inhibition, actives largely listed as inhibitors; 2.3% of 330,000 active; further: potency means the concentration at half of the fitted maximal effect; on the % scale 0 is the no-effect control and ±100 the full control effect; nearly all actives have a fitted effect of over 55% in size
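DMSO vehicle served as the neutral condition. Each well held 2,000 cells given 5-fluorouridine plus compound; after 16 hr at 37 °C/5% CO2, ONE-Glo was added and luciferase measured 30 min later.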
TSG101-PTAP inh: blocks PTAP/TSG101 interaction to inhibit HIV-1 budding; AID 493005; Q99816; Potency, µM (titrated, usually from 115 µM), without a hit: at the top dose activity change, negative = inhibition, usual class: inhibitors; 340,000 tested, under 10 active; Fluorescence polarization, FITC-PTAP peptide / Tsg101 binding; active means well fitted inhibition curve with a large enough effect in the main read-out, with a control signal flat, not every such curve was filed as active; inconclusive means small, poorly fitted or top-dose-only effect, or effect the other way, or a change in a side signal; inactive means no such curve, though single readings can be large or run the other way; further: potency means the concentration at half of the fitted maximal effect; % of control where 0% means no effect
Target sequence (Q99816 whole entry, looked up): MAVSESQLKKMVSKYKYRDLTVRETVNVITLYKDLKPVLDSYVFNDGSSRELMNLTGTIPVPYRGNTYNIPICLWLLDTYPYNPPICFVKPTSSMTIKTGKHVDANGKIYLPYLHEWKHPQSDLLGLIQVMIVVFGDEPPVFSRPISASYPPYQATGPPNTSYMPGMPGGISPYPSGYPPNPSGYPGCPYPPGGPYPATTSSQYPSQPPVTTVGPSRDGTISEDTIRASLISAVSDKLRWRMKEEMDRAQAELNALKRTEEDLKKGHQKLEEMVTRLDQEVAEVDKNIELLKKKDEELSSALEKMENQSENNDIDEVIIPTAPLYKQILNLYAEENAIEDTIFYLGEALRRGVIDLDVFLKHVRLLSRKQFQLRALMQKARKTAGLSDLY
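Compounds were pin-transferred onto Tsg101 binding domain (10 uM final) in HEPES pH 7.5 buffer, then FITC-PTAP peptide was added at 50 nM final. After 20 min at RT, polarization reported peptide displacement across a qHTS concentration series.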
TSHR antag: antagonists of human thyroid stimulating hormone receptor; P16473; TSHR-expressing cells, TSH-stimulated cAMP HTRF, 2 h; hits give low values; activity change, negative = inhibition, % at 11.5 µM; 0.2% of 330,000 active;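 active means activity change below a set negative limit, meaning inhibition stronger than a set level, cut at about -70% in these data; inconclusive means activity change between two set negative limits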; further: on the % scale 0 is the no-effect control and ±100 the full control effect
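Freshly harvested TSHR cells receive pin-tooled compound, then EC80 TSH at 4nM final. After 2 hours at 37 deg C, antibody in lysis buffer and cAMP-d2 are added; 30 minutes at ambient temperature precede the HTRF read.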
Mito fusion act: inhibitors of mitochondrial division or activators of mitochondrial fusion | 0.23% of 320,000 active | AID 485298 | Potency, µM (series often up to 46.1 µM), inactives show at the highest dose growth rescue (activation), actives largely listed as activators | S. cerevisiae fusion-defective mutant growth rescue, CellTiterGlo 48 h;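 further: potency means the concentration at half of the fitted maximal effect; % of control where 0% means no effect; nearly all actives have a fitted effect of over 45% in size; temperature-sensitive fusion mutants such as fzo1-1 at 37 °C on non-fermentable ethanol glycerol medium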
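S. cerevisiae fusion-defective temperature-sensitive mutants (e.g. fzo1-1, mgm1-5) grown 48 h at 37C in YPEG (ethanol/glycerol non-fermentable) medium with 23 nl compound per well; growth rescue read as CellTiterGlo luminescence.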
Eya2 phos inh: Eya2 (human) phosphatase inhibition; recombinant Eya2, OMFP fluorescence dephosphorylation (OMFP is methylfluorescein phosphate); Potency, µM (top dose mostly 76.9 µM), inactives show at the top dose activity, negative = inhibition, hits mostly inhibitors; 0.006% of 330,000 active; AID 488837; further: potency means the concentration at half of the fitted maximal effect; on the % scale 0 is the no-effect control and ±100 the full control effect
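Eya2 protein (added as 0.2 uM solution) was preincubated with compound for 10 min at ambient temperature in 50 mM HEPES pH 7.5, 50 mM NaCl, 5 uM MgCl2, 0.05% BSA, 1 mM DTT. OMFP (added at 50 uM) then reacted 10 min; fluorescence read at 485/525 nm.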
* hit, by the source's call; [ ] = dose if it differs, or a comment. Unless noted, the call rests on the fitted dose curve; in most records, active means well fitted curve in the direction sought with a large enough effect; inconclusive means small, poorly fitted or top-dose-only effect, or another doubt; inactive means no such curve, though single readings can be large; an effect the other way counts as inactive or inconclusive.

What do the screens show for `CC(=O)NCC1CCCN(C(=O)c2ccc(OC3CCN(Cc4ccccn4)CC3)cc2)C1` (stereo unspecified)?
TCR activator: 12%; Chronic BCR inh: inconclusive; B2AR arrestin: 0.2%; Tb PFK block: -3%; uPA generation: 2%; USP2a block: -1%; ELG1 repair inh: inconclusive; TSG101-PTAP inh: -1%; TSHR antag: 9; Mito fusion act: 0%; Eya2 phos inh: -3%

How did CSc1ccccc1C(=O)C1CCCN(C(=O)c2csnn2)C1 (stereo unspecified) do in these assays?
TCR activator: 1%; Chronic BCR inh: 1%; B2AR arrestin: 0.3%; Tb PFK block: 0%; uPA generation: -1%; USP2a block: 0%; ELG1 repair inh: inconclusive; TSG101-PTAP inh: -3%; TSHR antag: -21; Mito fusion act: 3%; Eya2 phos inh: -6%

Results for Cc1nonc1NC(=O)CSc1nc(C2CCCCC2)nc2ccccc12 ?
TCR activator: 3%; Chronic BCR inh: inconclusive; B2AR arrestin: 0.0%; Tb PFK block: -6%; uPA generation: -7%; USP2a block: -10%; ELG1 repair inh: 2%; TSG101-PTAP inh: -6%; TSHR antag: -34; Mito fusion act: 5%; Eya2 phos inh: -5%

What do the screens show for `Cc1cc(C(=O)COC(=O)Cc2ccc(Cl)cc2)c(C)n1C`?
TCR activator: 4%[46.1 µM]; Chronic BCR inh: inconclusive; B2AR arrestin: -0.4%; Tb PFK block: -15%; uPA generation: 2%; USP2a block: 1%; ELG1 repair inh: 20%; TSG101-PTAP inh: -3%; TSHR antag: -7; Eya2 phos inh: -7%

What do the screens show for `CCCCNC(=O)c1onc(CSc2cccc(OC)c2)c1C(=O)O`?
TCR activator: 14%; Chronic BCR inh: 5%; B2AR arrestin: 0.0%; Tb PFK block: 3%; uPA generation: 19%; USP2a block: 1%; ELG1 repair inh: -9%; TSG101-PTAP inh: -1%; TSHR antag: -4; Mito fusion act: 4%; Eya2 phos inh: 11%

What do the screens show for `CCOc1ccccc1NC(=O)C(Sc1nnnn1C)c1ccccc1` (stereo unspecified)?
TCR activator: 8%; Chronic BCR inh: 6%; B2AR arrestin: 0.3%; Tb PFK block: 3%; uPA generation: 30%; USP2a block: 0%; ELG1 repair inh: -4%; TSG101-PTAP inh: 0%; TSHR antag: -5; Mito fusion act: 28%; Eya2 phos inh: -1%

How did Cc1ccc(NS(=O)(=O)c2cccc(C(=O)NCC(c3cccs3)N(C)C)c2)cc1 (stereo unspecified) do in these assays?
TCR activator: 2%; Chronic BCR inh: 0%; B2AR arrestin: 0.5%; Tb PFK block: -5%; uPA generation: 3%; USP2a block: 3%; ELG1 repair inh: -17%; TSG101-PTAP inh: -6%; TSHR antag: 1; Mito fusion act: -4%; Eya2 phos inh: 4%

What do the screens show for `COc1cc(/C=C2\CCC(C3CCCC3)C2=O)cc(OC)c1OC` (stereo unspecified)?
TCR activator: 0%; Chronic BCR inh: inconclusive; B2AR arrestin: 0.4%; Tb PFK block: -6%; uPA generation: -5%; USP2a block: -1%; ELG1 repair inh: inconclusive; TSG101-PTAP inh: -4%; TSHR antag: -9; Mito fusion act: -9%; Eya2 phos inh: -2%

What do the screens show for `C[C@H](CO)N1C[C@H](C)[C@@H](CN(C)Cc2ccc(Cl)c(Cl)c2)Oc2c(NS(=O)(=O)c3cccs3)cccc2C1=O`?
TCR activator: 3%; Chronic BCR inh: inconclusive; B2AR arrestin: -0.2%; Tb PFK block: 1%; uPA generation: -12%; USP2a block: 0%; ELG1 repair inh: 5%; TSG101-PTAP inh: -7%; TSHR antag: 3; Eya2 phos inh: -3%

How did NC(=O)NC(=O)CN1C(=O)NC(c2ccccc2)(c2ccccc2)C1=O do in these assays?
TCR activator: -3%; Chronic BCR inh: 0%; B2AR arrestin: -0.2%; Tb PFK block: 1%; uPA generation: 2%; USP2a block: 2%; ELG1 repair inh: 4%; TSG101-PTAP inh: -3%; TSHR antag: 7; Mito fusion act: -1%; Eya2 phos inh: -7%

What do the screens show for `N#Cc1cnc2nc(SCc3ccccc3)nn2c1`?
TCR activator: -4%; Chronic BCR inh: inconclusive; B2AR arrestin: -0.8%; Tb PFK block: -3%; uPA generation: 2%; USP2a block: 2%; ELG1 repair inh: inconclusive; TSG101-PTAP inh: -3%; TSHR antag: -2; Mito fusion act: 9%; Eya2 phos inh: -4%

How did CSC1=C(C#N)C(c2ccc(C)s2)CC(=O)N1 (stereo unspecified) do in these assays?
Chronic BCR inh: -6%; B2AR arrestin: -0.2%; Tb PFK block: 0%; USP2a block: 1%; ELG1 repair inh: 5%; TSG101-PTAP inh: -4%; TSHR antag: -3; Mito fusion act: -1%; Eya2 phos inh: 10%

What do the screens show for `CCN(CC(=O)Nc1ccc(NC(C)=O)cc1)C(=O)/C=C/c1cccs1`?
TCR activator: 0%[46.1 µM]; Chronic BCR inh: -4%; B2AR arrestin: -0.3%; Tb PFK block: -3%; uPA generation: 3%; USP2a block: 4%; ELG1 repair inh: 12%; TSG101-PTAP inh: 0%; TSHR antag: -8; Mito fusion act: -3%; Eya2 phos inh: 6%

How did Cn1ncc([N+](=O)[O-])c1C(=O)Nc1ccc2c(c1)OCCO2 do in these assays?
TCR activator: -2%; Chronic BCR inh: 4%; B2AR arrestin: 0.0%; Tb PFK block: -7%; uPA generation: -1%; USP2a block: 1%; ELG1 repair inh: inconclusive; TSG101-PTAP inh: -4%; TSHR antag: -1; Mito fusion act: 1%; Eya2 phos inh: 0%

How did CN(Cc1cccc(F)c1)C(=O)Cc1ccc(S(=O)(=O)N2CCOCC2)s1 do in these assays?
TCR activator: 1%; Chronic BCR inh: 0%; B2AR arrestin: -0.2%; Tb PFK block: -5%; uPA generation: -2%; USP2a block: 1%; ELG1 repair inh: 22%; TSG101-PTAP inh: -3%; TSHR antag: -11; Mito fusion act: 0%; Eya2 phos inh: -23%

What do the screens show for `CCOC(=O)c1c(C)[nH]c(C)c1C(=O)COC(=O)c1cc2ccccc2cc1O`?
TCR activator: 10%[46.1 µM]; Chronic BCR inh: inconclusive; B2AR arrestin: 0.3%; Tb PFK block: -1%; uPA generation: 4%; USP2a block: -9%; ELG1 repair inh: inconclusive; TSG101-PTAP inh: -3%; TSHR antag: 10; Mito fusion act: inconclusive; Eya2 phos inh: 0%

What do the screens show for `Cc1cccc(N2CCN(C(=O)C3CCN(S(=O)(=O)c4c(C)noc4C)CC3)CC2C)c1` (stereo unspecified)?
TCR activator: 4%; Chronic BCR inh: inconclusive; B2AR arrestin: 0.2%; Tb PFK block: 1%; uPA generation: -6%; USP2a block: 2%; ELG1 repair inh: 21µM*; TSG101-PTAP inh: 1%; TSHR antag: -10; Mito fusion act: 0%; Eya2 phos inh: 2%

What do the screens show for `CC(C)c1nnc(NC(=O)CS(=O)(=O)c2ccccc2)s1`?
TCR activator: -3%; Chronic BCR inh: -14%; B2AR arrestin: 0.1%; Tb PFK block: -1%; uPA generation: -3%; USP2a block: 0%; ELG1 repair inh: -8%; TSG101-PTAP inh: -9%; TSHR antag: 14; Mito fusion act: 4%; Eya2 phos inh: 3%

How did CC(=O)Nc1c2c(nn1-c1ccc(C)cc1C)CSC2 do in these assays?
TCR activator: 0%; Chronic BCR inh: 1%; B2AR arrestin: -0.1%; Tb PFK block: -11%; uPA generation: -8%; USP2a block: 0%; ELG1 repair inh: 7%; TSG101-PTAP inh: -4%; TSHR antag: 0; Mito fusion act: 0%; Eya2 phos inh: 19%

How did Cc1ccccc1-c1nnc(SCC#N)o1 do in these assays?
TCR activator: -1%; Chronic BCR inh: -6%; B2AR arrestin: -0.3%; Tb PFK block: 0%; uPA generation: 2%; USP2a block: 2%; ELG1 repair inh: 3%; TSG101-PTAP inh: 0%; TSHR antag: -5; Mito fusion act: 8%; Eya2 phos inh: -13%
